Vc quorum ag – inducers of Vibrio cholerae quorum light production without autoinducers | AID 588436 | hit rate 0.16% among 350,000 | V. cholerae BH1578 lux reporter, luminescence, 6 h | activation, % at 18.7 µM; in the data active = activation mostly above about 9.7%, no sharp cut-off; note: not every result past the cut was called active; inactives centre near 0; reference of the scale not given here
GDH-TPI inh – GDH-TPI coupled enzyme inhibition counter-screen; hit rate 1.2% among 360,000; AID 588335; inhibition, % at 4.8 µM; GDH-TPI coupled enzyme counterscreen, NADH absorbance; in the data active = inhibition above about 30%;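 note: 0% = DMSO wells and 100% = wells lacking the enzyme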
Mtb BioA inh – BioA (M. tuberculosis) enzyme inhibition | purified M. tuberculosis BioA enzyme, plate reader | inhibition, % at 9.99 µM | hit rate 0.096% among 360,000; in the data active = inhibition above about 40%
FBA Mtb inh – Mtb fructose-bisphosphate aldolase inhibition; P9WQA3; purified M. tuberculosis FBA, fluorescence read-out; inhibition, % at 1 µM; hit rate 2.3% among 360,000; AID 588726; in the data active = inhibition above about 27%;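 note: 0% = vehicle and 100% = reference inhibitor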
Target sequence (P9WQA3 whole entry, looked up): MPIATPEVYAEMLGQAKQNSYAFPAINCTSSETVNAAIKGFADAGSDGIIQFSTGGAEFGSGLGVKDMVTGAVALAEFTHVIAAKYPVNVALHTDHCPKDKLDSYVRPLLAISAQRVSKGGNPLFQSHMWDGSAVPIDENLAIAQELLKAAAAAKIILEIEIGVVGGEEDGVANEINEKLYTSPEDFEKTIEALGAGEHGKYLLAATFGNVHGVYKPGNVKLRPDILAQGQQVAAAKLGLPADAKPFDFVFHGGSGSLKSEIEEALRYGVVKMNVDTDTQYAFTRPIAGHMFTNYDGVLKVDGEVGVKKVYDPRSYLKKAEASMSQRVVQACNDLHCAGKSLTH
Rv3671c protease – Rv3671c (M. tuberculosis) protease inhibition; P9WHR9; inhibition, % at 5.96 µM; hit rate 0.048% among 320,000; in the data active = inhibition above about 38%;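 note: extracellular domain of Rv3671c used as enzyme; 0% = enzyme with DMSO and 100% = no enzyme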
Target sequence (P9WHR9 whole entry, looked up, the tested form may be a part): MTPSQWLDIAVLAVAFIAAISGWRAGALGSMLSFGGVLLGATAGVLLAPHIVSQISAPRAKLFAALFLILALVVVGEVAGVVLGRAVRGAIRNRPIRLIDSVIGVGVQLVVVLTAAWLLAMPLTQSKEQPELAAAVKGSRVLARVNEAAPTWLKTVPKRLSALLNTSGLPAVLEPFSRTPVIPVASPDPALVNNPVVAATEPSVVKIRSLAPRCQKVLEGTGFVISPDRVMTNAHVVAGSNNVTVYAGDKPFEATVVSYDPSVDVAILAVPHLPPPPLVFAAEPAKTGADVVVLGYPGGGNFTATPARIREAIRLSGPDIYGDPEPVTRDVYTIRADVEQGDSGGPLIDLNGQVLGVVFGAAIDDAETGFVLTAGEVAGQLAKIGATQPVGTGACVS
VHR inh abs – DUSP3 (human) phosphatase inhibition. P51452. recombinant VHR phosphatase, pNPP absorbance. inhibition, % at 13.3 µM. AID 1654. hit rate 0.52% among 290,000; in the data active = inhibition above about 50%; note: some compounds called inactive have numbers as strong as hits
Target sequence (P51452 whole entry, looked up): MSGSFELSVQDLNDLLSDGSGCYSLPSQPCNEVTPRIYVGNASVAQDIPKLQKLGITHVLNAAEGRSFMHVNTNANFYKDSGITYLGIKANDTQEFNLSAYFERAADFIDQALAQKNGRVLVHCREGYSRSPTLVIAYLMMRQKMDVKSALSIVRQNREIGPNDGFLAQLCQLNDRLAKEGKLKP
MazF activator – activators of E. coli MazEF toxin-antitoxin RNase; P0AE70; FAM/BHQ RNA-DNA oligo cleavage fluorescence, 5 h; activation, % at 20 µM; hit rate 0.32% among 350,000; in the data active = activation above about 50%
Target sequence (P0AE70 whole entry, looked up): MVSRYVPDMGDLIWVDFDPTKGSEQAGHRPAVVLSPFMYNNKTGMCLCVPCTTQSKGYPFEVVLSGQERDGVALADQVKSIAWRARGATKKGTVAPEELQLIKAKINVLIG
UGM FP inh – inhibitors of M. tuberculosis UDP-galactopyranose mutase; purified UGM, fluorescence polarization probe displacement; AID 504406; hit rate 0.06% among 320,000; inhibition, % at 10 µM; P9WIQ1; in the data active = inhibition above about 10%, passing the limit was not always enough
3CLpro inhibitor – SARS-CoV 3CLpro protease inhibition; recombinant SARS-CoV 3CLpro, quenched FRET peptide cleavage; inhibition, % at 6 µM; hit rate 0.14% among 290,000; AID 1706; in the data active = inhibition above about 12%
PriA SSB inh – blocks PriA binding to SSB C-terminal tail | AlphaScreen SSBct-PriA binding, biotinylated peptide | inhibition, % at 33 µM | hit rate 0.6% among 430,000 | AID 1272365; in the data active = inhibition mostly above about 37%, no sharp cut-off; inactive = mostly below about 20%;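 note: plate controls were negative control peptide for no effect and reference peptide for full effect; strong numbers were not always called active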
* = called active by the depositor; i = inactive; . = no result given; & = joins results of further samples. This is a subset; count on the stated rates, not on these rows.

Every second line gives: Vc quorum ag	GDH-TPI inh	Mtb BioA inh	FBA Mtb inh	Rv3671c protease	VHR inh abs	MazF activator	UGM FP inh	3CLpro inhibitor	PriA SSB inh
COc1cc(OC)c(C(=O)OC(C)C(=O)Nc2cc(C(F)(F)F)ccc2Cl)cc1OC (configuration not stated)
  i	0.4	2.9	-1.3	-2.8	16.9	-12.6	-1.6	7.4	-0.7
CCOC(=O)c1sc(=S)n(-c2ccccc2)c1N(C(C)=O)C(C)=O
  -0.9	10.8	1.1	-0.5	7.5	-4.3	-1.0	-0.2	2.0	-14.3
O=C(Nc1ccc(Cl)cc1)Nc1nnc(SCc2ccc(Cl)cc2)s1
  i	2.6	.	-1.2	-2.6	47.8	-27.0	-1.1	-0.1	-3.2
Cc1ccc(OCC(=O)Nn2c(C)nc3ccccc3c2=O)c(C(C)C)c1
  -0.4	5.0	3.3	0.8	-9.1	-4.4	0.9	2.6	5.3	0.4
Cc1sc(NC(=O)CN(C(=O)c2ccccc2F)C2CCCC2)c(C(N)=O)c1C
  -0.3	-1.5	0.3	-0.3	11.4	6.9	3.3	-2.5	4.1	7.7
Cn1ccnc1C(=O)c1ccccc1Cl
  i	4.6	-0.1	0.0	5.5	6.9	8.9	-0.7	-6.7	-0.7
CCN1CCN(c2nc3c(c(=O)[nH]c(=O)n3C)n2CCCc2ccccc2)CC1
  -0.2	2.5	0.8	-0.9	7.4	12.9	-0.9	-1.1	-3.2	3.6
O=C(Nc1nc(-c2ccccn2)cs1)c1ccc(Cl)s1
  -0.2	36.1*	0.5	4.5	-14.9	-20.3	7.2	0.6	2.2	31.5
O=C(NN=Cc1ccc(F)cc1)C1CC1
  i	0.5	-0.8	1.9	.	.	3.7	.	.	-3.5
Cc1cccnc1NC(=O)/C=C/c1ccc2c(c1)OCO2
  i	27.7	.	5.1	-7.4	22.5	-0.6	-1.5	3.5	5.4
Cc1nn(-c2ccccc2)c(Cl)c1C(=O)OCC(=O)NCCc1ccccc1
  -0.2	3.1	0.7	-0.7	.	-5.6	6.3	1.2	0.6	1.0
C1CCCN(C2CCNCC2)CC1
  -0.6	4.4	6.9	0.7	-4.8	-4.5	-5.5	-0.2	-0.6	-12.3
Cc1ccccc1NC(=O)c1ccc(F)c(S(=O)(=O)NCC2CCCO2)c1 (configuration not stated)
  -1.6	2.2	.	0.8	-5.5	-9.1	9.8	2.7	1.9	-15.3
COc1ccc(C)cc1S(=O)(=O)N1CCC(C(=O)NC2CCCC2)CC1
  -0.2	2.4	0.6	5.4	-1.0	2.5	-0.9	-1.3	0.8	-3.2
Cc1ccc(NS(=O)(=O)c2cccc3cccnc23)c(Br)c1
  i	7.4	.	0.3	-6.1	20.1	3.8	-2.6	-1.2	3.9
COCCn1c(SCc2csc(-c3ccccc3)n2)nc2ccccc21
  i	7.8	0.2	-2.2	3.5	22.2	-3.3	-1.7	-3.0	-33.9
Cc1cc2c(c(=O)o1)C(CCC1CCCCC1)C(C#N)=C(N)O2 (configuration not stated)
  i	0.7	-1.1	2.9	-4.6	17.2	-17.5	0.5	-1.6	-3.9
CN(Cc1ccccc1)C(=O)c1[nH]cnc1C(=O)Nc1ccon1
  -0.8	-12.3	0.3	-1.1	6.6	.	0.8	3.4	.	10.9
CC(=O)Nc1sc2c(c1C(c1ccccn1)N1CCCC1)CCCC2 (configuration not stated)
  -0.6	-3.8	-0.6	5.5	-4.6	1.8	3.0	3.4	2.6	-1.3
CC(/C=N/NC(=O)c1nn(C)c(C)c1Br)=C\c1ccccc1
  -2.4	20.2	3.6	-1.5	0.8	-5.3	-8.5	1.8	3.9	.

Single values from the results shown.
Under FBA Mtb inh, O=C(NN=Cc1ccc(F)cc1)C1CC1 reads 1.9
Under PriA SSB inh, COc1cc(OC)c(C(=O)OC(C)C(=O)Nc2cc(C(F)(F)F)ccc2Cl)cc1OC (configuration not stated) reads -0.7
Under MazF activator, CC(/C=N/NC(=O)c1nn(C)c(C)c1Br)=C\c1ccccc1 reads -8.5

Following part:
Every second line gives: Vc quorum ag	GDH-TPI inh	Mtb BioA inh	FBA Mtb inh	Rv3671c protease	VHR inh abs	MazF activator	UGM FP inh	3CLpro inhibitor	PriA SSB inh
CN1CCN(C(=O)Nc2cccc3ccccc23)CC1
  0.5	-6.2	-0.9	40.2*	-1.6	-0.5	2.4	4.5	-1.9	2.1
Cc1cc(NC(=O)CCN2CCC(C)CC2)ccc1Br
  -0.8	-3.4	-2.3	-1.9	.	4.9	10.3	0.7	-0.8	4.6
COCCCNC(=O)C[C@H]1C[C@H](C(=O)N2CCCCC2)[C@@]2(CCc3ccccc3)c3[nH]c4cc(CCC(=O)N(C)C)ccc4c3CCN2C1=O
  -0.7	0.0	-1.0	1.5	.	.	4.1	.	.	1.0
O=C(Nc1ccncc1)C1CC(=O)N(Cc2ccccc2)C1 (configuration not stated)
  -0.7	5.7	3.0	-1.2	.	.	0.4	.	.	-4.3
CCNC(=S)NN(c1ccccc1)c1ccccc1
  -10.0	0.9	-1.2	-2.4	-2.5	-2.0	-1.3	0.7	-2.2	-3.6
Cc1nn(CCCC(=O)NCc2ccccc2)c(C)c1[N+](=O)[O-]
  -0.2	1.9	.	-1.0	1.1	-12.4	-3.4	-1.1	1.1	-0.7
CSc1ccccc1NC(=O)CN(C)C(=O)Cc1c[nH]c2ccccc12
  -4.2	1.4	-0.9	-0.7	1.8	.	-8.6	2.4	.	-2.4
C/C(=N/OC(=O)c1ccccc1Br)c1ccc(C)cc1
  -2.3	-5.4	-0.3	-1.7	-2.1	52.0*	-5.4	-0.4	-3.3	.
Cn1c(=O)c2c(nc(NCCCN3CCOCC3)n2Cc2ccc(Cl)cc2)n(C)c1=O
  -0.3	14.4	2.9	-2.0	-2.6	-0.4	5.9	3.0	-2.2	-12.5
COc1ccc(Cn2c(-c3ccc(Cl)cc3)c[n+]3ccccc23)cc1
  i	-2.5	17.3	0.6	-3.4	12.6	9.9	2.9	-6.0	12.2
COC(=O)c1ccc(NC(=O)c2ccc(C)cc2)o1
  0.5	10.2	1.9	0.8	2.5	9.9	2.1	0.9	-2.5	-10.8
O=c1oc2c(CN3CCCCC3)c(O)ccc2cc1-c1nc2ccccc2[nH]1
  -0.2	-3.7	-11.3	2.1	.	22.1	-14.1	.	.	-13.6
CCN(CC(=O)NC1CCS(=O)(=O)C1)S(=O)(=O)c1ccc(C)cc1C (configuration not stated)
  -0.4	1.5	-0.2	0.4	0.4	-3.6	2.7	-1.6	-5.0	0.2
Cc1c(NC(=S)NC(=O)c2ccco2)c(=O)n(-c2ccccc2)n1C
  i	0.0	0.2	1.3	-7.7	7.4	8.1	0.8	1.1	3.0
COc1ccc(NC(=O)CCCC(=O)NCCc2ccc(OC)c(OC)c2)cc1
  0.8	12.8	-0.4	2.7	-0.6	21.9	-16.7	1.4	-2.2	-6.4
Cc1ccccc1N(CC(=O)N/N=C/c1ccc(F)cc1)C(=O)c1ccccc1
  i	-5.7	-1.7	-1.1	-3.9	9.0	2.7	-1.0	0.3	.
O=C(CNC(=O)c1cccc(Cl)c1)N/N=C/c1cccnc1
  -0.7	14.3	4.1	2.5	1.0	13.1	0.9	1.7	-0.6	i
CN1CCC(=NNC(=O)C(=O)Nc2ccc(F)cc2)CC1
  0.1	0.6	-0.4	0.0	12.0	5.9	-2.9	1.9	-2.2	-11.0
Cc1noc(C)c1NC(=O)Nc1ccc2c(c1)C(=O)N([C@H](C)CO)C[C@H](C)[C@@H](CN(C)S(=O)(=O)c1cn(C)cn1)O2
  -0.2	4.2	0.3&-0.2	2.9	5.1	.	4.3	-2.6	.	-9.3
COc1ccccc1CNC(=O)COC(=O)c1c[nH]c2ccccc12
  -1.1	-4.1	1.2	2.2	.	.	0.7	.	.	-1.3
CCC(CC)C(=O)Nc1cc(C(=O)NCCc2ccccc2)ccc1Cl
  -1.8	-3.7	0.5	0.5	-2.0	2.2	8.2	0.2	-3.4	-0.6
Cc1ccc(NC(=S)NNC(=O)CSc2nc3ccccc3c(=O)n2-c2ccc(C)cc2)cc1
  -0.3	-1.4	.	2.4	11.6	-4.8	-3.8	-2.8	0.5	0.3
Cc1ccc2nc(-c3ccccc3)cn2c1
  -0.3	-5.0	-1.6	36.8*	-3.7	20.0	1.9	-1.1	-3.1	6.7
CCOc1ccc(NCc2nnc(SCC(=O)Nc3cc(C)on3)n2-c2ccc(OC)cc2)cc1
  -0.7	-7.3	-0.3	1.0	-3.1	-2.1	11.4	0.9	5.7	5.8
O=C(CSc1nnc2c3c4c(sc3ncn12)CCCC4)NCc1ccco1
  -0.2	-1.8	.	3.2	-1.0	19.9	0.7	2.0	1.1	-3.1
COc1cccc(C(=O)N2CCC3(CC2)OCCO3)c1
  -0.1	-10.8	-1.7	-0.4	-3.8	20.1	-3.4	1.3	4.6	-11.3
CCOc1ccc(CNC(=O)CCS(=O)(=O)Cc2ccccc2C)cc1OC
  -2.4	2.3	.	-3.3	10.0	19.0	-3.0	-1.7	7.2	-11.2
CC12CCC(C(=O)NNC(=O)c3ccccc3)(OC1=O)C2(C)C (configuration not stated)
  -0.1	5.2	-4.4	4.0	1.8	10.5	-6.4	1.7	2.1	-25.5
CN(C(=O)Cc1c(C(=O)O)n(C)c2ccccc12)c1cccc(C(F)(F)F)c1
  i	9.0	1.3	-1.4	2.9	-8.2	5.9	-1.7	0.7	9.8
CN(c1ccc(Cl)cc1)S(=O)(=O)c1nnc(NC(=O)C(C)(C)C)s1
  0.6	6.3	2.3	0.4	.	6.1	8.7	0.0	4.0	-2.4
COc1cc(OC)c(OC)cc1/C=C1\Oc2cc(OCC(=O)N3Cc4ccccc4C[C@H]3C(=O)O)ccc2C1=O
  -0.2	5.9	-5.1	-10.7	-12.1	20.6	-75.1	-7.3	12.5*	-3.6
COc1ccc(-n2nc(C(=O)NCC(=O)N3CCN(c4ccc(F)cc4)CC3)c3ccccc3c2=O)c(OC)c1
  0.1	1.9	-0.6	-0.5	13.5	35.8	5.7	1.6	1.2	6.2
O=S(=O)(c1cccc(NC(=S)Nc2ccc(Br)cc2Cl)c1)N1CCOCC1
  i	12.4	-1.5	4.8	-4.2	-18.5	4.8	-2.8	-7.8	13.3
O=C(CSc1nc2ccccc2c(=O)n1-c1ccccc1)N1CCc2ccccc21
  i	6.2	.	3.5	3.7	30.5	0.8	1.8	-0.8	-7.4
COc1cc(OC)cc(N(C(=O)C2COc3ccccc3O2)C(C(=O)NC2CCCCC2)c2ccc(O)cc2)c1 (configuration not stated)
  -0.2	6.6	0.2	2.2	-12.6	4.0	-0.1	2.4	7.8	3.4
Cc1c(Cc2ccc3c(c2)OCO3)sc(NC(=O)C(C)(C)C)c1C#N
  -0.2	12.0	-0.9	4.3	7.9	2.4	-5.9	-2.1	0.0	-6.9

Shown comma-delimited: part of the list above.
compound,Vc quorum ag,GDH-TPI inh,Mtb BioA inh,FBA Mtb inh,Rv3671c protease,VHR inh abs,MazF activator,UGM FP inh,3CLpro inhibitor,PriA SSB inh
CC12CCC(C(=O)NNC(=O)c3ccccc3)(OC1=O)C2(C)C (configuration not stated),-0.1,5.2,-4.4,4.0,1.8,10.5,-6.4,1.7,2.1,-25.5
COc1ccc(-n2nc(C(=O)NCC(=O)N3CCN(c4ccc(F)cc4)CC3)c3ccccc3c2=O)c(OC)c1,0.1,1.9,-0.6,-0.5,13.5,35.8,5.7,1.6,1.2,6.2
Cc1c(Cc2ccc3c(c2)OCO3)sc(NC(=O)C(C)(C)C)c1C#N,-0.2,12.0,-0.9,4.3,7.9,2.4,-5.9,-2.1,0.0,-6.9
O=C(CSc1nnc2c3c4c(sc3ncn12)CCCC4)NCc1ccco1,-0.2,-1.8,.,3.2,-1.0,19.9,0.7,2.0,1.1,-3.1

Assay outcomes: PubChem BioAssay, several laboratories
